aDG glyco act – increases alpha dystroglycan glycosylation; activation, % at 10 µM; Pro5-aDG cells, alpha-DG glycosylation AlphaScreen (IIH6); 0% Pro5, 100% B10-LARGE cell signal; 0.22% of 360,000 active;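 active means activation of at least 8% versus controls, or a plate z-score of at least 8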;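 further: Pro5 are CHO cells carrying HIG-tagged alpha-DG that lacks glycosylation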
PDI inh – blocks human protein disulfide isomerase activity; P07237; PDI insulin aggregation turbidity, A650, 90 min; inhibition, % at 10 µM; 0.052% of 350,000 active;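 active means mean inhibition across replicates of 30% or more, whatever share of single replicates reach that level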;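 further: absorbance from insulin aggregation driven by PDI reduction with DTT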
Target sequence (P07237 whole entry, looked up): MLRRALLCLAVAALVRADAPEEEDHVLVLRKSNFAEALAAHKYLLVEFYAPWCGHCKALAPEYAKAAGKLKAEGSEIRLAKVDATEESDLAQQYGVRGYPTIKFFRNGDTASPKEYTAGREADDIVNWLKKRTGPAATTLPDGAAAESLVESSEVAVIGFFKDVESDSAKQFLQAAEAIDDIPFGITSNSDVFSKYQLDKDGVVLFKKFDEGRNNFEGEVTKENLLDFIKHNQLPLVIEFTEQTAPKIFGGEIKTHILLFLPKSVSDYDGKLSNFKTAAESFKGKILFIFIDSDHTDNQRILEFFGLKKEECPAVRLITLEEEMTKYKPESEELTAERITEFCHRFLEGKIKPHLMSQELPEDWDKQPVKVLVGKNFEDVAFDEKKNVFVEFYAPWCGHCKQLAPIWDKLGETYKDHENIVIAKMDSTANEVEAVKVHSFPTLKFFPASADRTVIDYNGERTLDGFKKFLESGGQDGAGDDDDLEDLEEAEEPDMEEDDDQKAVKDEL
Peg3 promoter – reduces Peg3 promoter-driven luciferase expression in HeLa; HeLa PEG-Prom luciferase reporter, luminescence, overnight; inhibition, % at 20 µM; 1.7% of 360,000 active; AID 588405;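 active means inhibition of at least 50% at 20 µM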
iPSC survival up – enhancers of human iPSC single-cell survival; hiPSC single-cell survival, ATPlite luminescence; 100% = ROCK inhibitor wells, 0% = DMSO; survival enhancement, % at 20 µM; 0.044% of 360,000 active; AID 602274; in the data active means survival enhancement above about 18%;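 further: cells exposed to compounds for 16 hours before the ATP read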
TRPM1 prom inh – reduces MITF-dependent TRPM1 promoter luciferase signal; SK-MEL-5 TRPM1 promoter luciferase, 24 h; inhibition, % at 12.5 µM; 0.83% of 330,000 active;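 active means mean inhibition across replicates of 60% or more, whatever share of single replicates reaches that level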; further: values of inactives mirror those of a sister screen read the other way
CaV13 FRET inh – Primary screen for inhibitors of IQ motif and Ca2+-dependent inactivation inhibitor domain binding in CACNA1D, Förster resonance energy transfer in living cells, … | 0.098% of 340,000 active | HEK cells, CFP/YFP FRET ICDI-IQ, plate reader, 10 min; percent FRET-ratio fall versus neutral wells | inhibition, % at 12.3 µM;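 active means mean replicate inhibition of at least 30% and at least 1% of replicates passing that level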;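 further: 0% = median of the neutral control wells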
HIF-2a block – inhibitors of HIF-2a; 786-0 RCC cells HIF-2a reporter, luciferase luminescence, overnight; inhibition, % at 18.8 µM; 0.72% of 360,000 active; AID 624352;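 active means inhibition of the luminescence signal of 40% or more relative to plate controls, in a single-dose primary screen at 18.75 µM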
Granule exo inh – lytic granule exocytosis inhibition | TALL-104 LAMP-1 surface exposure, flow cytometry; cells stimulated with thapsigargin and PMA | inhibition, % at 10 µM | 0.66% of 360,000 active;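 active means inhibition above about 55%, limit read from the data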
Vif inh – inhibitors of HIV Vif; HEK293T cells, Vif self-association by quenched fluorescence, imaging, 24 h; inhibition, % at 7.49 µM; 0.35% of 340,000 active; in the data active means inhibition above about 50%, passing the limit was not always enough; further: some results filed as inactive read as strong as hits
NR2E3 ag-1 – agonists of human nuclear receptor NR2E3 | Q9Y5X4 | GST-NR2E3/biotin-RetCOR TR-FRET, 1536-well | inhibition of corepressor binding, % at 4.78 µM | 0.12% of 320,000 active | AID 2300;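 active means percent inhibition above the cutoff of mean plus 3 SD of all tested compounds, set per screening campaign, cut at about 20% in these data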;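 further: 0% = DMSO wells and 100% = biotin wells as full block of FRET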
Target sequence (Q9Y5X4 whole entry, looked up): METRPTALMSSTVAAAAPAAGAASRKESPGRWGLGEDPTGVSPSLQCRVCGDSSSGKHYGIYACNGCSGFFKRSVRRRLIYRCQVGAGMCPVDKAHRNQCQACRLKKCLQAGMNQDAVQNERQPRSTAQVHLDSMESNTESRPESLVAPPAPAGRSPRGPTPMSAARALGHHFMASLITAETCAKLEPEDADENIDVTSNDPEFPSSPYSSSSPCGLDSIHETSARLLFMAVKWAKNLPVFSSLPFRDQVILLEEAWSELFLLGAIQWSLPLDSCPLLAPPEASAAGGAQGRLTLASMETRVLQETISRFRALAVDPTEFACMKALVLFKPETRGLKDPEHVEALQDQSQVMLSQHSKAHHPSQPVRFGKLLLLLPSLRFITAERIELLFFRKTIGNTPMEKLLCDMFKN
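Material: NR2E3–RetCOR corepressor complex / Amount: 1.35 nM GST-NR2E3 / Medium: Tris pH 7.5 / Compound: single nominal compound dose of 4.8 µM / Incubation: 5 h at 4 °C / Technique: TR-FRET, Eu(K)-anti-GST donor, streptavidin-D2 acceptor, ex 340, em 617/671 nm / Read-out basis: percent loss of FRET ratio relative to control wells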
NR2E3 ag-2 – human photoreceptor-specific nuclear receptor agonism | CHO-S Gal4-NCOR/VP16-NR2E3 two-hybrid, luciferase | inhibition of corepressor binding, % at 3.98 µM | 0.35% of 360,000 active | AID 602229;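 active means inhibition above the mean of all tested compounds plus 3 SD, cut at about 70% in these data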;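 further: 0% = DMSO with NR2E3 transfected cells and 100% = cells lacking NR2E3 construct; higher means lower luciferase signal from less NR2E3 corepressor binding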
An asterisk follows results filed as active; . = not tested or not shown. Outcome played no part in choosing rows; 3.5% or so of the library scored in one or more.

SMILES	aDG glyco act	PDI inh	Peg3 promoter	iPSC survival up	TRPM1 prom inh	CaV13 FRET inh	HIF-2a block	Granule exo inh	Vif inh	NR2E3 ag-1	NR2E3 ag-2
CCNC(=S)Nc1cc(C(=O)N2CCCC2)ccc1N1CCCC1	-0.2	7	1	0.2	13	-2	15	-1	-2	4	-12
C[C@@H]1COC(=O)[C@H](NC(=O)OCC2c3ccccc3-c3ccccc32)C/C=C\C[C@@H](CC(=O)N[C@@H](CO)Cc2ccccc2)C(=O)N1	-0.3	-4	-10	4.6	6	-11	-4	0	-2	.	5
CCN1C(=O)C2(C(C(=O)c3cc4ccccc4o3)=C(O)C(=O)N2CCCN2CCOCC2)c2ccccc21 (stereo not given)	0.0	0	8	-0.4	1	4	16	-5	-1	10	-38
Cc1cc(N)nc(C)c1C#N	-0.3	10	7	-0.5	5	7	20	-8	7	4	-5
CCC(Sc1nnc(-c2ccc(C)c(Cl)c2)n1CC)C(=O)Nc1nccs1 (stereo not given)	0.9	3	16	1.3	8	-4	15	2	-6	-1	4
CN1CCN(c2nc3c(c(=O)n(C)c(=O)n3C)n2Cc2ccccc2)CC1	0.0	6	10	-0.4	2	-3	5	9	-2	-1	30
CC(=O)c1ccc(OC2(C)CCN(Cc3ccc4ccccc4c3)C2)cc1 (stereo not given)	0.3	-8	-5	6.8	.	-15	-1	2	4	.	4
CCOC(=O)Cn1cc(C=O)c2ccccc21	0.0	-3	3	-0.9	11	-6	17	5	-4	3	8
CC1CC(C)CN(C(=O)CNC(=O)Cn2ccc3ccccc3c2=O)C1 (stereo not given)	0.1	-1	-4	-0.1	2	-7	10	-2	-2	0	-17
CC(=O)c1cccc(S(=O)(=O)N(C)C2CCN(C)CC2)c1	-0.4	4	4	-0.2	11	-4	10	-12	9	1	-23
COc1ccc(-n2ccn(CC(=O)Nc3ccccc3OC)c(=O)c2=O)cc1	-0.1	11	-1	0.1	12	-2	10	-1	13	-2	21
Cc1ccc(S(=O)(=O)n2cnc3cc([N+](=O)[O-])ccc32)c(C)c1	-0.1	-1	7	-0.5	-12	-3	24	2	7	0	9
COc1cc(NC(=S)NC2CC(C)(C)NC(C)(C)C2)c(OC)cc1Cl	0.0	7	7	0.1	-6	0	15	47	-12	2	5
COc1ccccc1CNC(=O)c1ccc(S(=O)(=O)N(C)C)cc1	-0.3	8	13	-3.3	-1	-4	-7	-2	-1	3	-10
Cc1cc2cc(CNC(=O)NC3CCCCC3)ccc2[nH]1	-0.4	-7	8	-1.1	-31	-4	1	0	19	1	-10
Cc1cc(C)n(C(=O)C(C)N2C(=O)c3ccccc3C2=O)n1 (stereo not given)	0.0	1	-2	3.8	10	-8	10	-1	13	-1	5
C#CCOCCOCCOCCNc1nc(N2CCN(C(=O)CCCCCCCCCCNC(=O)Cn3cc(C[C@@H](C)O)nn3)CC2)nc(N2CCN(C(=O)CCCCCCCCCCNC(=O)[C@@H](CCSC)n3cc(CCO)nn3)CC2)n1	-0.1	4	-70	2.7	79*	.	-4	37	-3	8	-1
O=C(CSc1ccc(Cl)cc1)Nc1ccccc1Oc1ccccc1	0.2	1	1	1.2	-18	-6	9	0	-2	-1	-9
CC1(C)NC(=O)N(CC(=O)Nc2cc(C(F)(F)F)cc(C(F)(F)F)c2)C1=O	0.0	-6	11	-0.5	12	.	14	-3	-4	1	-18
COC(=O)c1c(NC(=S)Nc2ccc(F)cc2[N+](=O)[O-])sc2c1CCCCC2	-0.2	6	6	0.1	8	-3	12	-4	5	-2	-3
O=C(Nc1cc(S(=O)(=O)N2CCOCC2)ccc1O)c1ccc(S(=O)(=O)N2CCCCC2)cc1	-0.1	1	-4	0.8	-11	-2	4	1	-4	.	-6
Cc1ccccc1N1C(=O)CC1(C#N)c1ccc(OCc2ccccc2)cc1 (stereo not given)	0.4	2	-8	-0.8	-14	-5	-12	6	.	0	-7
Cc1ccc(OCCOC(=O)Cn2nc(C)c([N+](=O)[O-])c2C)cc1	0.0	1	-3	-1.5	9	-4	18	1	6	-5	-10
COc1cc(C(C)=NNC(=O)c2ccncc2)ccc1O	0.3	-1	-10	-1.2	2	-7	5	0	18	.	-9
O=C(NCc1ccccc1)C1CCN(c2nc(-c3ccccc3)nc3c2CCC3)CC1	0.3	5	29	0.5	11	-7	25	23	-6	2	-53
COc1ccc(CCN=C2SCC(=O)N2C)cc1OC	0.0	7	-5	1.2	0	-8	-7	0	0	3	-12
COC(=O)CC1=C(C(=O)OC)C(c2ccc3c(c2)OCO3)C(C#N)=C(N)O1 (stereo not given)	0.0	7	7	-0.4	7	-18	6	-2	2	4	-6
CCOc1ccc(C2=Nn3c(nnc3-c3ccc(OC)cc3)SC2)cc1	-0.4	-3	30	-1.1	5	-4	3	1	-2	0	-78
CSc1nc(O)c(C(c2ccc(C)cc2)c2c(O)nc(SC)[nH]c2=O)c(=O)[nH]1	-0.1	8	9	0.6	0	-5	11	6	-5	2	-31
CCOC(=O)c1cccc(NC(=O)CN2C(=O)C3C4C=CC(C4)C3C2=O)c1 (stereo not given)	0.0	6	10	-0.7	5	-5	-8	2	.	-1	-12
COc1cccc(Cn2c(OCC3CCCO3)nc3c2c(=O)n(C)c(=O)n3C)c1 (stereo not given)	-0.2	-6	16	-1.4	1	-18	9	-1	-4	1	-45
NCCCC(=O)O	0.4	0	-8	0.4	-2	-4	19	0	-2	2	-6
CCSc1nnc2c(Cl)cc(Cl)cn12	-0.1	-10	16	2.0	-5	-3	9	-2	3	-2	-27
COc1cc2c(cc1OC)CN(c1ccc([N+](=O)[O-])cc1C#N)CC2	0.1	-1	-3	2.1	-6	-2	12	77*	1	3	-42
C[C@@H]1CN([C@@H](C)CO)C(=O)c2cc(Br)cnc2O[C@H]1CN(C)S(=O)(=O)c1ccccc1	0.5	1	10	-1.4	.	-7	8	-3	-3	.	-42
CCOC(=O)C1CCN(C(=O)c2ccc(NS(=O)(=O)c3ccc4[nH]c(=O)[nH]c4c3)cc2)CC1	-0.2	0	10	1.0	8	-6	12	2	5	.	10
O=C(CCc1c[nH]c2ccccc12)NC(Cc1ccccc1)C(=O)O (stereo not given)	-0.1	2	-1	-0.2	-1	-19	11	-1	6	0	5
Cc1ccc(-c2nc(C#N)c(NCCCn3ccnc3)o2)cc1	-0.1	2	-176	-0.4	-67	-6	-218	2	-4	0	-3
CCOc1ccc(NC(=O)CN(C)C(=O)c2sccc2-c2ccccc2)cc1OCC	0.0	-2	1	0.3	13	-6	4	4	.	.	29
COc1ccccc1C=CC(=O)C=Cc1ccccc1OC	0.9	14	99*	-0.3	74*	-3	70*	-3	39	.	5

A second format for some results above:
molecule,aDG glyco act,PDI inh,Peg3 promoter,iPSC survival up,TRPM1 prom inh,CaV13 FRET inh,HIF-2a block,Granule exo inh,Vif inh,NR2E3 ag-1,NR2E3 ag-2
O=C(CCc1c[nH]c2ccccc12)NC(Cc1ccccc1)C(=O)O (stereo not given),-0.1,2,-1,-0.2,-1,-19,11,-1,6,0,5
Cc1ccc(-c2nc(C#N)c(NCCCn3ccnc3)o2)cc1,-0.1,2,-176,-0.4,-67,-6,-218,2,-4,0,-3

Single records (already shown). Order of screens: aDG glyco act	PDI inh	Peg3 promoter	iPSC survival up	TRPM1 prom inh	CaV13 FRET inh	HIF-2a block	Granule exo inh	Vif inh	NR2E3 ag-1	NR2E3 ag-2
Record of CN1CCN(c2nc3c(c(=O)n(C)c(=O)n3C)n2Cc2ccccc2)CC1 → 0.0	6	10	-0.4	2	-3	5	9	-2	-1	30
Record of CSc1nc(O)c(C(c2ccc(C)cc2)c2c(O)nc(SC)[nH]c2=O)c(=O)[nH]1 → -0.1	8	9	0.6	0	-5	11	6	-5	2	-31

Later entries
SMILES	aDG glyco act	PDI inh	Peg3 promoter	iPSC survival up	TRPM1 prom inh	CaV13 FRET inh	HIF-2a block	Granule exo inh	Vif inh	NR2E3 ag-1	NR2E3 ag-2
CC(/C=N/Nc1nnc(C)c(=O)[nH]1)=C\c1ccccc1	0.0	-1	-155	-2.5	-63	-8	-234	4	-4	0	-81
COC(=O)c1cc(C)[nH]c2c(C)cc3nc4ccccc4c3c12	0.8	8	33	1.2	-5	-30	14	7	-2	-2	-39
CCc1oc2ccccc2c1C(=O)CCN1CCCCC1	0.1	3	-3	-3.6	3	-4	8	-2	-7	0	17
OCC[C@@H]1C[C@@H](O)[C@H](O)[C@@]2(Cc3ccccc3CO2)O1	0.5	7	3	-0.7	1	-5	27	8	3	0	-21
c1ccc(CCCN2CCN(c3ccccn3)CC2)cc1	0.2	3	-24	0.8	-5	-1	-20	3	14	.	-5
N#C/C(=C/c1ccc(-c2ccccc2[N+](=O)[O-])o1)C(N)=O	-0.6	1	-9	1.0	-6	-5	9	-2	-3	-2	-5
COc1ccc(/C=N/NC(=O)CSc2nnc(C)n2-c2ccccc2)c(OC)c1OC	0.0	0	-2	5.9	2	-5	0	0	5	3	0
O=C(COC(=O)/C=C/c1cccs1)Nc1cccc(S(=O)(=O)N2CCCC2)c1	-0.7	-1	4	0.9	-7	-2	17	5	1	-1	-17
COc1ccc(N2CCN(C(=O)CN(C)S(=O)(=O)c3cc(C)ccc3OC)CC2)cc1	0.0	3	17	-0.4	4	-5	-2	2	-5	2	6
CCN(Cc1ccccc1)C(=O)Cc1ccc(OC)c(S(=O)(=O)N2CCOCC2)c1	-0.1	1	-10	-0.3	8	-7	10	16	-2	-3	-2
COc1ccc(C=C2CCC3C(CCCC34OCCO4)C2=O)cc1 (stereo not given)	0.2	-4	-93	-4.6	.	-6	-103	-16	-3	.	16
O=C(/C=C/c1cccc(C(F)(F)F)c1)OCC(=O)N1CCN(c2ccccc2)CC1	0.1	-2	-5	-0.3	-2	-6	-3	-1	12	.	-11
N#C/C(=C(/O)c1ccc(Cl)c([N+](=O)[O-])c1)c1nc2ccccc2[nH]1	0.1	1	-15	-0.7	-5	-16	-57	0	-16	0	7
c1ccc(Nc2nc(N3CCNCC3)nc(N3CCOCC3)n2)cc1	0.4	1	-1	-3.0	-43	-5	17	-2	8	-3	31
O=c1[nH]c2cc([N+](=O)[O-])c([N+](=O)[O-])cc2[nH]c1=O	-0.1	-4	16	0.1	4	6	22	-2	-3	0	17
COc1ccc(-c2cc(=O)[nH]c(N3CCN(Cc4ccccc4)CC3)n2)cc1	-0.1	0	11	-0.7	13	-2	11	-26	2	1	-13
O=C(NCc1ccccc1)c1cnsn1	0.0	10	2	3.6	-19	-6	-15	-1	4	2	0
O=C(COC(=O)C1CCN(/C=C/C(=O)C(F)(F)F)CC1)Nc1ccccc1	0.2	-5	3	0.8	6	-3	8	1	-1	-3	-4
Cc1ccc(C2CC(c3cccs3)=NN2C(=O)CSc2nc(=O)n3cc(C)ccc3n2)cc1 (stereo not given)	0.3	7	-5	-0.4	5	-5	11	2	.	-2	-39
CC(C)(Oc1ccc(Br)cc1Cl)C(=O)Nc1ccon1	-0.4	1	8	-0.5	-4	.	11	-8	-8	3	-8
COc1ccc(NC(=O)CCC(=O)Nc2nnc(C(C)C)s2)cc1Cl	0.2	5	11	0.3	-5	-13	5	-14	-2	-1	-8
